Assay outcomes: PubChem BioAssay, National Center for Advancing Translational Sciences (NCATS)
PTHR1 agonist: agonists of human PTHR1 parathyroid hormone receptor; AID 743266; HEK293 GP2 PTHR1 cells, GloSensor cAMP luminescence, 1 h; 0.075% of 410,000 active; Q03431; Potency, µM (series often up to 115 µM), inactives show top-dose activation, hits mostly activators; further: potency means the concentration at half of the fitted maximal effect; nearly all actives have a fitted effect of over 55% in size; some results filed as inactive show a strong effect at the top dose; inactives centre near -15; many of its hits are not listed in these tables
Target sequence (Q03431 whole entry, looked up): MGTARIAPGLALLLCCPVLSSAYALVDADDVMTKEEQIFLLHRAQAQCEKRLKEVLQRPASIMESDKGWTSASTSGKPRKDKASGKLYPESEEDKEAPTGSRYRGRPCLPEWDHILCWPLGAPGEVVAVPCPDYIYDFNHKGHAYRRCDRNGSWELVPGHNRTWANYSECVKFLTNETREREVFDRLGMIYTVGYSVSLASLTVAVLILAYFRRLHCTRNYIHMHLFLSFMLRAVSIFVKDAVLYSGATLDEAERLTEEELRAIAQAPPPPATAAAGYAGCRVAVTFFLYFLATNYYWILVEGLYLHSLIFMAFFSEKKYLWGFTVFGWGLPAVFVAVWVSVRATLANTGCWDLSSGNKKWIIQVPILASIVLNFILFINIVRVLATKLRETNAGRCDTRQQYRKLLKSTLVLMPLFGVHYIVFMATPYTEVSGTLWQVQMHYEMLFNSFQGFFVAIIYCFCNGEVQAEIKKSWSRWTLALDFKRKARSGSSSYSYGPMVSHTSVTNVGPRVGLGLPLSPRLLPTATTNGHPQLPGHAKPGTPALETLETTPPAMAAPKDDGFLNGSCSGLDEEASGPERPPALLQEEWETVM
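HEK-293-derived GP2 cells expressing PTHR1 and a GloSensor cAMP reporter, 3,000/well, plated overnight, given luciferin plus IBMX (each 0.5 mM as added) for 1 h at 37 °C, then compound for 1 h at 37 °C. Luminescence was read after 15 min at room temperature.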
aSyn yeast inh: inhibitors of alpha-synuclein toxicity in yeast | Yeast expressing alpha-synuclein, growth rescue, BacTiter-Glo, 24 h | Potency, µM (series often up to 46.1 µM), for the others: at the highest dose growth rescue (activation), actives largely listed as activators | 0.14% of 370,000 active; further: potency means the concentration at half of the fitted maximal effect; % of control where 0% means no effect; nearly all actives have a fitted effect of over 65% in size
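Readout is rescue of growth in alpha-synuclein-expressing yeast, so inhibitors of toxicity appear as activators. Growth after 24 hr at 30 deg C in galactose medium is quantified by luminescence.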
Abeta yeast res: compounds reversing amyloid beta toxicity in yeast. yeast expressing A-beta42, growth rescue, OD600, 48 h; response scale: 0% DMSO, 100% iron-clioquinol control. Potency, µM (highest dose often 46.1 µM), for inactives: at the top dose growth rescue, hits mostly activators. 0.063% of 410,000 active. AID 1347071; further: potency means the concentration at half of the fitted maximal effect; nearly all actives have a fitted effect of over 55% in size
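Growth rescue measured by 600 nm absorbance after 48 h yeast culture at 30 C with compound. Values normalized between DMSO and an equimolar ferric chloride plus clioquinol control.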
FUS suppressor: rescues growth of FUS-expressing yeast; S. cerevisiae FUS-expressing, growth rescue, OD600, 24 h; Potency, µM (top dose mostly 76.6 µM), inactives show at the top dose growth rescue (activation), most hits filed as activators; 0.24% of 390,000 active; AID 1347120;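 further: potency means the concentration at half of the fitted maximal effect; plate controls were DMSO vehicle for no effect and reference control for full effect; nearly all actives have a fitted effect of over 55% in size; some results filed as inactive show a strong effect at the top dose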
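FUS-expressing yeast, raffinose-pregrown, induced in 2% galactose minimal medium at OD 0.005; compounds in a dilution series, 24hr at 30C. Growth restoration read as absorbance at 600 nm. CP55940 positive control, DMSO negative.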
DRD3 antagonist: antagonists of human D3 dopamine receptor | max response, negative = inhibition, % | D3R cells, DiscoveRx beta-arrestin luminescence, antagonist mode; hits give low values | P35462 | 2.5% of 360,000 active; in the data active means max response below about -50%; inconclusive means no clear call, values can overlap the other calls; further: on the % scale 0 is the no-effect control and ±100 the full control effect; mostly tested at two doses, the higher about 12 µM
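Cells plated overnight at 1500 cells/well, then exposed to library compounds with dopamine controls for 90 minutes at 37 degrees C. DiscoveRx reagent added for 30–60 minutes at room temperature; luminescence read, quantitative HTS format.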
GLP-1R agonist: GLP-1 receptor (human) agonism. P43220. HEK293 GLP-1R CRE-luciferase, luminescence, 4-6 h; cells express a hypersensitive GLP-1R form. Potency, µM (doses to about 45.6 µM), for the others: at the top dose activation, actives largely listed as activators. 0.007% of 380,000 active; further: potency means the concentration at half of the fitted maximal effect; % of control where 0% means no effect
Target sequence (P43220 whole entry, looked up): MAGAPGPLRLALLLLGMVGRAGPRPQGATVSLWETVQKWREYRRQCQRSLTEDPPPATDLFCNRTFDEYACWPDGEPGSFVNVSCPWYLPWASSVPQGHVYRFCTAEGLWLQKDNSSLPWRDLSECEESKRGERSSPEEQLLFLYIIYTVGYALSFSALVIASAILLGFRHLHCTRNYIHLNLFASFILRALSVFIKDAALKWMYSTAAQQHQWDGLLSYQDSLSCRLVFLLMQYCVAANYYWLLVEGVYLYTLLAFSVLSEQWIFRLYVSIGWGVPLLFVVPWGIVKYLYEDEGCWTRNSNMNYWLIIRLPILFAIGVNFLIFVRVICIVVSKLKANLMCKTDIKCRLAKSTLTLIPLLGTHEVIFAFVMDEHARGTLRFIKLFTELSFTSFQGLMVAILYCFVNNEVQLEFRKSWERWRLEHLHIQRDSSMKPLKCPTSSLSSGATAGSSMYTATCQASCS
GLP1R inv ag: GLP-1 receptor (human) inverse agonism; P43220; HEK293 GLP-1R CRE-luciferase, luminescence, 24 h; GLP-1R form is constitutively active; Potency, µM (highest dose often 38.3 µM), for the others: top-dose activity change, negative = inhibition, actives largely listed as inhibitors; 1.6% of 410,000 active; AID 624417; further: potency means the concentration at half of the fitted maximal effect; on the % scale 0 is the no-effect control and ±100 the full control effect; nearly all actives have a fitted effect of over 55% in size
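Inverse agonists were sought by their lowering of basal cAMP reporter luciferase output in HEK293 cells stably carrying constitutively active human GLP-1R, after 24 h compound treatment.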
Akt phos inh: blocks phosphorylation of Akt; Neuro2A IGF-stimulated pAkt S473 HTRF, 20 min; hits give low values; activity change, % for hits at 50 µM; 0.32% of 360,000 active; in the data active means activity change below about -80%; inconclusive means mostly about -51% to -80%; further: on the % scale 0 is the no-effect control and ±100 the full control effect
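Neuro2A cells in DMEM with 0.5% FBS, overnight at 37 deg C, given compound at single 50 µM final, then IGF (6 nM final) for 20 min at 37 deg C. Lysed; phospho-Akt Ser473 by HTRF after 24 h, 665/615 ratio.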
TDP43 rescue: inhibitors of TDP-43 toxicity in yeast; Potency, µM (top dose mostly 46.1 µM), for the others: at the top dose growth rescue (activation), hits mostly activators; 1.8% of 410,000 active; TDP-43 expressing yeast growth rescue, BacTiter-Glo, 24 h; further: potency means the concentration at half of the fitted maximal effect; % of control where 0% means no effect; nearly all actives have a fitted effect of over 50% in size
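Readout is BacTiter-Glo luminescence of cell growth, so inhibitors register as activators. TDP-43-expressing yeast at OD600=0.02 in galactose medium, after raffinose pregrowth to mid-log, were incubated with compound for 24 hr at 30 deg C.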
Numbers without * were called inactive; & = joins results of further samples; [ ] = another dose, or the depositor's remark. Unless noted, the call rests on the fitted dose curve; in most records, active means well fitted curve in the direction sought with a large enough effect; inconclusive means small, poorly fitted or top-dose-only effect, or another doubt; inactive means no such curve, though single readings can be large; an effect the other way counts as inactive or inconclusive. These rows are one share of the data. The share of hits here may be higher or lower than overall.

Screening Cc1ccc(S(=O)(=O)NCc2ccccc2)cc1C(=O)N1CCCC(C(F)(F)F)C1 (configuration not stated) returned PTHR1 agonist inactive, aSyn yeast inh 0%, Abeta yeast res 15%, FUS suppressor 24%, DRD3 antagonist 14, GLP-1R agonist 13%, GLP1R inv ag -23%, Akt phos inh inactive and TDP43 rescue 16%.
`C/C(=N\NC(=S)NC(C)C)c1ccc(Cl)s1` gave PTHR1 agonist inactive, aSyn yeast inh -7%, Abeta yeast res 6%, DRD3 antagonist 0, GLP-1R agonist 1%, GLP1R inv ag inconclusive, Akt phos inh inactive and TDP43 rescue inconclusive.
`COc1cc(Cl)c(C)cc1NC(=O)CSc1nnc(CN2CCCC2)o1` gave PTHR1 agonist inactive, aSyn yeast inh -5%, Abeta yeast res 10%, FUS suppressor -1%, DRD3 antagonist -17, GLP-1R agonist -4%, GLP1R inv ag 11%, Akt phos inh inactive and TDP43 rescue 11%.
For CCOC(=O)N1CCN(C(=O)CCSc2ccc(Cl)cc2)CC1 the results were PTHR1 agonist 31%[57.5 µM], aSyn yeast inh 8%, Abeta yeast res 6%, FUS suppressor 27%, DRD3 antagonist 20, GLP-1R agonist 5%, GLP1R inv ag 3%, Akt phos inh inactive and TDP43 rescue 0%.
Screening CCCCOc1ccc(C(=O)OCC(=O)NC2CCCC2)cc1 returned PTHR1 agonist -30%, aSyn yeast inh -1%, Abeta yeast res 18%, FUS suppressor 16%, DRD3 antagonist 9, GLP-1R agonist 12%, GLP1R inv ag -5%, Akt phos inh inactive and TDP43 rescue inconclusive.
CCN(CC)S(=O)(=O)c1cc(Cl)ccc1OC was read as PTHR1 agonist inactive, aSyn yeast inh -3%, Abeta yeast res 1%, FUS suppressor -3%, DRD3 antagonist -16, GLP-1R agonist 25%, GLP1R inv ag 0%, Akt phos inh inactive and TDP43 rescue -7%.
Screening Cc1cccc(N2C(=O)CSC23C(=O)N(CC(=O)NCc2ccccc2Cl)c2ccccc23)c1 (configuration not stated) returned PTHR1 agonist -14%, aSyn yeast inh -9%, Abeta yeast res -19%, FUS suppressor -9%, GLP-1R agonist 2%, GLP1R inv ag 10µM* and TDP43 rescue -6%.
For Cc1ccc(NC(=S)N/N=C2\CCCCC2C)cc1 (configuration not stated) the results were PTHR1 agonist -6%, aSyn yeast inh -2%, Abeta yeast res 5%, FUS suppressor -7%, DRD3 antagonist -24, GLP-1R agonist 3%, GLP1R inv ag -29%, Akt phos inh inactive and TDP43 rescue 8%.
`CCOC(=O)C1CCN(C(=O)c2cccc(NC(=O)C(CC)CC)c2)CC1` gave PTHR1 agonist 0%, aSyn yeast inh 1%, Abeta yeast res 5%, FUS suppressor 11%, DRD3 antagonist 10, GLP-1R agonist -1%, GLP1R inv ag 21%, Akt phos inh inactive and TDP43 rescue -24%.
O=C(Nc1ccc2oc(-c3cccc(F)c3)nc2c1)c1ccc2ccccc2c1 was read as PTHR1 agonist -27%, Abeta yeast res -14%, FUS suppressor 4%, GLP1R inv ag 11% and TDP43 rescue 9%.

Looked up by structure from the entries so far (2):
Screening Cc1cccc(N2C(=O)CSC23C(=O)N(CC(=O)NCc2ccccc2Cl)c2ccccc23)c1 (configuration not stated) returned PTHR1 agonist -14%, aSyn yeast inh -9%, Abeta yeast res -19%, FUS suppressor -9%, GLP-1R agonist 2%, GLP1R inv ag 10µM* and TDP43 rescue -6%.
O=C(Nc1ccc2oc(-c3cccc(F)c3)nc2c1)c1ccc2ccccc2c1 was read as PTHR1 agonist -27%, Abeta yeast res -14%, FUS suppressor 4%, GLP1R inv ag 11% and TDP43 rescue 9%.

(continued)
Screening Cc1ccc(NC(=O)Cn2ccn(-c3ccccc3)c(=O)c2=O)cc1 returned PTHR1 agonist -19%, Abeta yeast res 0%, FUS suppressor 14%, GLP1R inv ag 1% and TDP43 rescue 22%.
Nc1ccc(Sc2ccc([N+](=O)[O-])cc2)cc1 was read as PTHR1 agonist -8%, aSyn yeast inh 20µM*, Abeta yeast res -20%, FUS suppressor 19%, DRD3 antagonist -14, GLP-1R agonist 7%, GLP1R inv ag inconclusive, Akt phos inh inactive and TDP43 rescue inconclusive.
`CCC1CCCCN1CCCNC(=O)CN1C(=O)c2cccnc2Oc2ccc(Cl)cc21` (configuration not stated) gave PTHR1 agonist inactive, aSyn yeast inh -2%, Abeta yeast res -19%&17%, FUS suppressor 20%&-2%, DRD3 antagonist -10, GLP-1R agonist -1%, GLP1R inv ag -4%&4%, Akt phos inh inactive and TDP43 rescue -17%&19%.
`CC(C)c1csc(CN2CCN(Cc3ccc(F)cc3)C(CCO)C2)n1` (configuration not stated) gave PTHR1 agonist -24%, aSyn yeast inh 2%, Abeta yeast res 5%, FUS suppressor 11%, DRD3 antagonist 3, GLP-1R agonist 10%, GLP1R inv ag inconclusive, Akt phos inh inactive and TDP43 rescue -27%.
Cc1ccc(CC(=O)NC2CCN(C)CC2)cc1 was read as PTHR1 agonist inactive, aSyn yeast inh 0%, Abeta yeast res -24%, FUS suppressor -13%, DRD3 antagonist 1, GLP-1R agonist 0%, GLP1R inv ag 1%, Akt phos inh inactive and TDP43 rescue -1%.
Screening O=C(O)CCNS(=O)(=O)c1ccc2c(c1)OCCCO2 returned PTHR1 agonist 0%, aSyn yeast inh 3%, Abeta yeast res 17%, FUS suppressor -5%, DRD3 antagonist 10, GLP-1R agonist -1%, GLP1R inv ag -36%, Akt phos inh inactive and TDP43 rescue 15%.
Screening O=C(N/N=C/c1ccccn1)c1ccc(Br)o1 returned PTHR1 agonist inactive, aSyn yeast inh inconclusive, Abeta yeast res 22%, FUS suppressor 5%, DRD3 antagonist 7, GLP-1R agonist 20%, GLP1R inv ag -27%, Akt phos inh inactive and TDP43 rescue 1%.
Cc1c(NC(=O)C2(c3ccccc3)CCOCC2)c(=O)n(-c2ccccc2)n1C was read as PTHR1 agonist -7%[57.5 µM], aSyn yeast inh 5%, Abeta yeast res 2%, FUS suppressor 15%, DRD3 antagonist -7, GLP-1R agonist 6%, GLP1R inv ag -21%, Akt phos inh inactive and TDP43 rescue -14%.
For CC(C)c1cc(CNC(=O)c2cc(COc3cncc(Cl)c3)on2)on1 the results were PTHR1 agonist -15%, aSyn yeast inh -5%, Abeta yeast res 10%, FUS suppressor 0%, DRD3 antagonist -4, GLP-1R agonist -8%, GLP1R inv ag inconclusive and TDP43 rescue 12%.
Cc1c(-n2cc(C(=O)c3cc(F)ccc3O)cc(C#N)c2=O)c(=O)n(-c2ccccc2)n1C was read as PTHR1 agonist -18%, aSyn yeast inh 19%, Abeta yeast res -14%, FUS suppressor 13%, DRD3 antagonist 12, GLP-1R agonist 5%, GLP1R inv ag 13%, Akt phos inh inactive and TDP43 rescue 22%.
Cc1ccc(C(=O)Nc2ncccc2S(=O)(=O)c2ccccc2)cc1 was read as PTHR1 agonist -74%[inhibitor], aSyn yeast inh -3%, Abeta yeast res 10%, FUS suppressor 10%, DRD3 antagonist 13, GLP-1R agonist -4%, GLP1R inv ag 59%[activator], Akt phos inh inactive and TDP43 rescue -8%.
Screening Cc1nnc(SCC(=O)Nc2ccc(N(C)C)cc2)[nH]c1=O returned PTHR1 agonist -24%, aSyn yeast inh 11%, Abeta yeast res -15%, FUS suppressor 28%, GLP1R inv ag 1% and TDP43 rescue 0%.
For Cc1oc(-c2ccccc2F)nc1CS(=O)CC(=O)NC1CCCCC1 (configuration not stated) the results were PTHR1 agonist inactive, aSyn yeast inh -1%, Abeta yeast res -13%, FUS suppressor 5%, DRD3 antagonist -14, GLP-1R agonist 4%, GLP1R inv ag 2%, Akt phos inh inactive and TDP43 rescue 2%.
Screening Cc1oc2c(CN3CCCC3)c(O)ccc2c(=O)c1Oc1ccccc1Br returned PTHR1 agonist inactive, aSyn yeast inh 1%, Abeta yeast res 17%, FUS suppressor 7%, DRD3 antagonist -12, GLP-1R agonist 5%, GLP1R inv ag -2%, Akt phos inh -85%* and TDP43 rescue -10%.
Cn1cc([N+](=O)[O-])c(C(=O)N2CCN(Cc3ccc4c(c3)OCO4)CC2)n1 was read as PTHR1 agonist inconclusive, aSyn yeast inh -9%, Abeta yeast res 9%, FUS suppressor -2%, DRD3 antagonist -9, GLP-1R agonist -2%, GLP1R inv ag 11%, Akt phos inh inactive and TDP43 rescue -12%.
For COc1cccc(CNC(=O)Nc2cc(C(=O)NCc3cccc(F)c3)ccc2N2CCCC2)c1 the results were PTHR1 agonist -38%, Abeta yeast res -7%, FUS suppressor 12%, GLP1R inv ag inconclusive and TDP43 rescue 22%.
Screening COCCn1c(-c2ccccc2)nc(=S)c2c1CC(C)(C)OC2 returned PTHR1 agonist -16%, aSyn yeast inh 4%, Abeta yeast res 5%, FUS suppressor 9%, DRD3 antagonist 4, GLP-1R agonist -3%, GLP1R inv ag -3%, Akt phos inh inactive and TDP43 rescue 24%.
`CCOC(=O)c1c(C)[nH]c(C)c1S(=O)(=O)N1CCCC(C(=O)Nc2cccc(C)n2)C1` (configuration not stated) gave PTHR1 agonist inconclusive, Abeta yeast res -16%, FUS suppressor 29%, GLP1R inv ag 4% and TDP43 rescue 5%.
COc1cc(CC(=O)OCC(=O)Nc2sccc2C(N)=O)cc(OC)c1OC was read as PTHR1 agonist -28%, aSyn yeast inh -3%, Abeta yeast res -15%, FUS suppressor 37%, DRD3 antagonist 51, GLP-1R agonist 17%, GLP1R inv ag 15%, Akt phos inh inactive and TDP43 rescue -6%[0.397 µM].
